Source: PubChem BioAssay
PAX8 reporter – lowers PAX8-driven luciferase in RMG-I cells. RMG-I TPO-luciferase reporter, SteadyGlo, 24 h. inhibition, % at 12.6 µM. hit rate 1.2% among 360,000. AID 652154;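 active means mean replicate inhibition at least 60% with every replicate also reaching 60%; inconclusive means only one of the two criteria is met; inactive means mean below 60% and not all replicates reaching 60%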;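 further: luciferase light reporting Pax8 driven TPO promoter activity; plate controls were median of neutral control wells for no effect and mitoxantrone controls for full effect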
LGR2 inh – Drosophila LGR2 receptor signaling inhibition; AID 720647; HEK293 LGR2, CRE-luciferase, bursicon-stimulated, 4 h; inhibition, % at 9.99 µM; hit rate 0.35% among 380,000;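 active means drop in luminescence signal, shown as inhibition above about 50% in the replicate tests, limit read from the data, passing the limit was not always enough; inconclusive means probably only some replicates passing the limit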;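 further: agonist challenge used bursicon conditioned medium at about half maximal strength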
ARNT-TACC3 inh – ARNT/TACC3 interaction disruption | AlphaScreen His-ARNT PAS-B/GST-TACC3 binding, luminescence; TACC3 fragment carries E629A point mutation | inhibition, % at 9.99 µM | hit rate 0.66% among 390,000;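 active means mean inhibition of replicates at least 50% and at least half of replicates each reaching 50%; inconclusive means half or more replicates reach 50% but mean below 50%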;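 further: 0% = complete ARNT plus TACC3 wells and 100% = ARNT alone without TACC3; many hits fall short of the cut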
PGC1a acetyl inh – modulators of PGC1a acetylation. U2OS PGC1a acetylation, AlphaScreen anti-acetyl-lysine; with virally co-expressed GCN5 acetyltransferase. inhibition, % at 15.6 µM. hit rate 0.17% among 350,000;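 active means every replicate shows inhibition of at least 40%; inconclusive means mean inhibition at least 40% but some replicate below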;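 further: 0% = neutral control wells and 100% = positive control wells; some results beyond the cut were filed as inactive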
Statin myotox sup – suppressors of simvastatin-induced myotoxicity in C2C12 myotubes; ATP luminescence, 48 h; scaled: DMSO 0, geranylgeraniol control 100; rescue of ATP level, % at 7.49 µM; hit rate 0.78% among 330,000;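 active means mean ATP rescue above about 67%, or every replicate alone reaching that limit, limit read from the data, passing the limit was not always enough; inconclusive means no clear call, values can overlap the other calls; inactive means mean under the limit and some replicate under it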;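 further: myotubes were challenged with 10 µM simvastatin during compound exposure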
Cneo AK release – Cryptococcus neoformans lysis via adenylate kinase release. C. neoformans lysis, adenylate kinase release luminescence, 4 h; normalised: neutral wells 0, clomiphene wells 100. hit rate 0.2% among 360,000. lysis activity, % at 15 µM;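 active means mean lysis activity across replicates of at least 80%, whatever share of replicates individually reach that level; inactive means mean lysis activity below 80%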
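Material – Cryptococcus neoformans yeast cells · Quantity – 5 × 10^6 yeast cells/mL · Buffer or medium – YPD medium · Compound – single dose · Timing – 4 h static compound exposure, 37 °C, read 1 h post-reagent · Signal – adenylate kinase release luminescence · Read-out basis – lysis from increased AK signal · Benchmarks – Clomiphene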
PglD inh – inhibitors of Campylobacter jejuni PglD acetyltransferase | purified PglD enzyme, DTNB colorimetric CoA detection | inhibition, % at 12.5 µM | hit rate 0.098% among 360,000 | AID 602405; in the data active means inhibition above about 16%, passing the limit was not always enough; inconclusive means no clear call, values can overlap the other calls; further: strong numbers were not always called active
INS-1E GSIS act – GLuc luminescence reporter in INS-1E cells, primary screen for activators of glucose-dependent secretion of insulin | INS-1E GLuc reporter insulin secretion, 2-3 h | activation, % at 16.6 µM | hit rate 0.61% among 370,000 | AID 743287;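 active means lowest replicate activation of at least 40%, so every replicate reaches that level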;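 further: 0% = median of neutral control wells and 100% = median of IBMX positive control wells; some compounds called inactive have numbers as strong as hits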
* marks the source's active call; other numbers are inactive results; ? = inconclusive; . = not tested or not shown. Rows were taken by chance; about 2.9% have a hit in one of these screens.

SMILES	PAX8 reporter	LGR2 inh	ARNT-TACC3 inh	PGC1a acetyl inh	Statin myotox sup	Cneo AK release	PglD inh	INS-1E GSIS act
c1nnc2c3c4c(sc3ncn12)CCC4	.	20	5	37	-23	-3	8	40
CC=Cc1ccc2n(c1=O)C[C@@H]1[C@@H](CO)[C@H](C(=O)N3CCc4ccccc4C3)N(C(=O)C3CCC3)[C@H]21 (mixture of isomers)	.	12	2	.	18	43	2	-8
O=C1CCCn2cc(nn2)COC[C@H](c2ccccc2)N1	-6	12	.	.	.	-1	.	0
CC1=C(Nc2ccc(C(=O)O)cc2)C(=O)c2ccccc2C1=O	11	-32	3	16	0	-3	-4	-10
COc1cccc(N(Cc2nnc3n2CCCCC3)C(=O)Nc2ccccc2)c1	4	8	-9	.	4	1	-5	2
COc1ccc(C2OC(CCc3ccccc3)CC3=C2C(=O)OC(C)(C)O3)cc1 (stereo unspecified)	-19	27	.	-12	5	0	2	.
Cc1ccc2cc(CN(Cc3cccs3)Cc3nnnn3CC3CCCO3)c(=O)[nH]c2c1C (stereo unspecified)	.	.	3	.	5	0	-3	.
O=C(C[C@@H]1CC[C@H]2[C@@H](COC[C@H](O)CN2S(=O)(=O)c2cccc(Cl)c2)O1)NCCCN1CCOCC1	.	13	-5	-4	0	0	-4	7
C[C@H](CO)N1C[C@H](C)[C@H](CN(C)C(=O)Nc2ccccc2)Oc2ncc(/C=C/c3ccccc3)cc2C1=O	.	4	3	-5	14	-3	3	-25
O=C(NCC1COCCO1)c1cc(COc2c(F)cccc2F)on1 (stereo unspecified)	-43	6	1	-3	3	1	0	6
S=C(Nc1ccc(Br)cc1Cl)N1CCCC1	-153	-10	-9	.	3	4	4	9
CCOC(=O)C1CCCN(C(=O)CCc2ccccc2)C1 (stereo unspecified)	-19	.	-6	-2	1	-1	-3	.
O=C(O)c1ccc(/C=N/Nc2ccc(Cl)nn2)cc1	-8	-8	-1	.	-4	0	-6	21
Cc1noc(C)c1NC(=O)N(C)C[C@@H]1Oc2c(NC(=O)C3CCCCC3)cccc2C(=O)N([C@H](C)CO)C[C@@H]1C	-10	6	-5	0	-13	-1	1	7
O=C(COC(=O)c1cncc(Br)c1)NCc1ccc(Cl)cc1	11	-9	-8	.	8	2	-3	.
Cc1nn(C)c(C)c1S(=O)(=O)N(CC(=O)N1CCc2ccccc2C1)c1ccc(C(C)C)cc1	4	-18	4	-8	33	2	.	-49
Cc1ccc(NC(=O)CCC(=O)N/N=C/C=C/c2ccccc2)cc1	-27	-5	-4	.	.	.	.	8
CCOC(=O)c1ccc(NC(=O)C2CCCN(c3cnccn3)C2)cc1 (stereo unspecified)	-32	-14	4	.	1	-1	-3	-8
CC(C)OC(=O)CSc1nnnn1-c1ccc2c(c1)OCCO2	.	-49	-14	1	3	-2	-2	10
COc1ccc(C(=O)NCc2cccnc2)cc1S(=O)(=O)N1CCCc2ccccc21	10	-25	1	-5	-1	2	1	-18
CCOc1ccc(CCNC(=O)c2nnn(CC(=O)Nc3ccc(C)cc3)c2N)cc1OCC	.	.	-3	-1	-86	-1	2	.
CCNC(=O)COc1ccc(CC)cc1	-24	-5	-8	.	.	.	.	13
C=CCn1c(SCc2csc(C)n2)nc2sc3c(c2c1=O)CCC(C)C3 (stereo unspecified)	.	.	0	.	-10	1	6	.
C[C@@H]1CCCCO[C@@H](CN(C)Cc2ccc3c(c2)OCO3)[C@@H](C)CN([C@@H](C)CO)C(=O)c2cc(N(C)C)ccc2O1	9	7	.	-2	-19	.	.	-9
Cn1cnc(S(=O)(=O)N[C@@H]2CC[C@@H](CC(=O)N3CCN(c4ccccc4)CC3)O[C@@H]2CO)c1	-2	-9	-1	0	-3	2	0	7

Next part
SMILES	PAX8 reporter	LGR2 inh	ARNT-TACC3 inh	PGC1a acetyl inh	Statin myotox sup	Cneo AK release	PglD inh	INS-1E GSIS act
CN(C)C1CCCCC=CC(=O)NC1 (stereo unspecified)	-19	2	.	14	-1	-2	3	21
CC(=O)Nc1ccc(NC(=O)c2nc(S(=O)(=O)Cc3cccc(C)c3)ncc2Cl)cc1	91*	-39	-1	.	30	2	-4	-3
CC(=O)c1ccc(NC(=O)COC(=O)/C=C/c2cccs2)cc1	10	16	3	.	4	-1	2	-10
CCN1CCN(c2cc(C)c3cc(NC(=S)N4CCC5(CC4)OCCO5)ccc3n2)CC1	0	11	6	0	5	-5	-1	16
Cc1cc(C)n(C(=O)c2cc3ccccc3c(=O)o2)n1	.	.	-4	-2	93*	-1	3	.
CCn1c(Cn2nnc(-c3ccccc3)n2)nnc1SCC(=O)Nc1ccccc1	.	2	-3	1	-13	0	-4	5
COc1cccc(Cn2c(OCC3CCCO3)nc3c2c(=O)n(C)c(=O)n3C)c1 (stereo unspecified)	14	9	.	.	11	-1	-2	7
Cc1cccc(C)c1OCc1nnc(SCC(=O)Nc2nccs2)o1	-16	-6	.	1	-8	0	6	7
O=[N+]([O-])c1ccccc1S(=O)(=O)N1CCN(CC2CC=CCC2)CC1 (stereo unspecified)	10	-44	-1	-12	4	.	.	-19
COc1c2c(cc3oc(C)cc(=O)c13)OC(C(C)(C)OC1OC(CO)C(O)C(O)C1O)C2 (stereo unspecified)	-5	12	-8	10	11	1	-6	3
COc1cccc(Nc2nnc(SCC(=O)N3CC(=O)Nc4ccccc43)s2)c1	-8	-4	9	5	.	.	.	-22
O=C(OCc1cc([N+](=O)[O-])cc2c1OCOC2)c1ccc2ccccc2n1	21	-31	-1	.	.	.	.	-1
c1ccc(COC2CCCN(Cc3nc(Cc4ccccc4)no3)C2)cc1 (stereo unspecified)	-11	29	8	-2	7	.	.	-22
CNC[C@H]1Oc2c(NC(=O)Nc3ccc(C(F)(F)F)cc3)cccc2C(=O)N([C@@H](C)CO)C[C@H]1C	-26	.	-2	-3	-58	-2	14	-7
C[C@H](CO)N1C[C@H](C)[C@@H](CN(C)CC2CC2)Oc2c(NC(=O)C3CCCCC3)cccc2C1=O	.	10	22	-22	14	0	9	-7
C[C@H]1CN([C@@H](C)CO)C(=O)c2cccc(NC(=O)NC3CCCCC3)c2O[C@@H]1CN(C)C(=O)Nc1ccc(C(F)(F)F)cc1	28	-4	1	-3	-121	-1	-2	-35
O=S1(=O)CCC(N=Cc2ccc(-c3ccc(Cl)cc3)o2)C1 (stereo unspecified)	5	-2	1	?	8	.	.	-10
Cc1noc(C)c1S(=O)(=O)Nc1ccc2c(c1)C(=O)N([C@H](C)CO)C[C@H](C)[C@H](CN(C)C(=O)Nc1cccc3ccccc13)OCCCC[C@@H](C)O2	-36	-2	-2	3	.	54	-3	-3
CCOC(=O)[C@@H]1[C@H]2COc3cc(OC)ccc3[C@H]2N2C(=O)N(c3ccc(F)cc3)C(=O)[C@@]12C	11	0	0	13	27	-1	4	-4
O=C(CN1CC(c2ccccc2)CC1=O)OCc1ccccc1F (stereo unspecified)	.	.	-13	-4	-8	-9	-2	.
COc1ccc(NC(=O)CN(C)C(=O)c2ccc(-c3ccccc3Cl)o2)cc1	-24	-7	0	-2	9	.	3	-4
COc1ccc(CCNC(=O)COc2ccc3c(c2)OCO3)cc1	-4	-9	3	-4	4	0	2	.
CC(C)=CCc1c([C@@H]2CCc3ccc(O)cc3O2)cc2c(c1O)OC(C)(C)C=C2	.	.	.	-4	1	-3	-4	.
O=C(Nc1cccc(Cl)c1)N[C@@H]1CC[C@@H](CCNC(=O)C2CCC2)O[C@H]1CO	3	5	-8	4	-5	-1	1	3
COc1cccc(CNc2ncn[nH]2)c1OCc1ccc(F)cc1	10	17	0	-14	.	.	.	-17

One compound at a time, from the list above. Order of values: PAX8 reporter, LGR2 inh, ARNT-TACC3 inh, PGC1a acetyl inh, Statin myotox sup, Cneo AK release, PglD inh, INS-1E GSIS act
Results for `O=[N+]([O-])c1ccccc1S(=O)(=O)N1CCN(CC2CC=CCC2)CC1` (stereo unspecified) = 10, -44, -1, -12, 4, ., ., -19
Results for `c1ccc(COC2CCCN(Cc3nc(Cc4ccccc4)no3)C2)cc1` (stereo unspecified) = -11, 29, 8, -2, 7, ., ., -22

The list goes on:
SMILES	PAX8 reporter	LGR2 inh	ARNT-TACC3 inh	PGC1a acetyl inh	Statin myotox sup	Cneo AK release	PglD inh	INS-1E GSIS act
CC1(C)CC(=O)c2c(nn(-c3ccccc3)c2-c2ccncc2)C1	22	.	16	.	-2	2	-5	.
C=CCN(c1ccccc1Cl)S(=O)(=O)c1cccc(C(=O)OCC(=O)N(C)C2CCS(=O)(=O)C2)c1 (stereo unspecified)	-17	-20	-2	-18	6	-1	-8	-15
COC(=O)c1cn(CC(=O)NCc2ccco2)c2ccccc12	.	.	-2	-10	-4	2	3	.
CC(C)NC(=O)N(C)C[C@H]1Oc2ccc(NC(=O)CCCN(C)C)cc2CC(=O)N([C@@H](C)CO)C[C@@H]1C	0	3	.	6	8	.	.	33
CCOP(=O)(NC(c1ccccc1)c1nc2ccccc2[nH]c1=O)OCC (stereo unspecified)	-15	-32	8	-8	25	0	1	14
O=C(O)CCC(=O)Nc1ccccc1C(=O)N1CCN(c2ccc(Cl)cc2)CC1	1	5	-7	2	.	.	.	4
CC(C)CN(C(=O)c1cc([N+](=O)[O-])cc([N+](=O)[O-])c1)C1CCS(=O)(=O)C1 (stereo unspecified)	19	-6	-4	7	18	1	4	8
CCCCN(CCCC)CC1OCc2ccccc2CO1	.	9	2	6	-29	1	-4	25
O=C(/C=C/c1cccs1)c1cc(Cl)ccc1OC(=O)N1CCOCC1	32	.	7	-5	16	4	-4	.
CN1C(=O)CC(N2CCN(CC(=O)N3CCCC3)CC2)C1=O (stereo unspecified)	.	.	-2	13	-5	0	1	.
C=CCNCCCOc1ccc(Cl)cc1Br	33	-2	-5	.	.	1	5	6
CCOc1ccc(NC(=O)Cn2nnc(C(=O)NCc3ccc(OC)cc3)c2N)cc1	-9	-1	-2	11	-2	5	-3	4
CC1CN(CC(=O)Nc2ccccc2Sc2ccccc2)CC(C)O1 (stereo unspecified)	11	6	-7	.	.	.	.	-24
COCCN(C(=S)Nc1ccc(Cl)cc1OC)C1CCN(C(C)=O)CC1	-1	5	-6	1	18	0	-5	-16
CCn1ncc(C(=O)Nc2ccc(F)cc2)c1C	-24	-40	1	.	.	.	.	19
Cc1onc(C(=O)NC(C)c2ccccc2)c1[N+](=O)[O-] (stereo unspecified)	5	-5	1	.	.	.	.	2
O=C(c1ccc(F)cc1)N1CCCCN2[C@H](CO)[C@H](c3ccc(-c4ccc(F)cc4)cc3)[C@@H]2C1	3	.	13	-2	.	-2	-5	.
COc1ccc(C2N(c3cc(Cl)ccc3OC)C(=O)C3CCCN32)cc1 (stereo unspecified)	-3	1	3	.	0	3	-2	5
CCN1CC=C2C(C#N)=C(N)C(C#N)(C#N)[C@H](c3cccc(OC)c3OC)[C@H]2C1	.	-17	-2	?	.	.	.	-5
O=C(NCC(O)c1ccccc1)c1cccs1 (stereo unspecified)	-117	-41	0	-5	-6	-1	8	1
COc1cccc(C(c2nnnn2-c2c(C)cccc2C)N2CCN(C/C=C/c3ccccc3)CC2)c1OC (stereo unspecified)	21	2	.	-37	-12	1	16	-46
COc1cccc(-n2c(Cc3cc(=O)[nH]c(=O)[nH]3)nnc2SCC(=O)N2CCCCCC2)c1	5	-1	1	7	-5	-1	5	-2
Cc1cccc(-c2ccc([C@@H]3[C@@H](CO)N4CCCCN(S(=O)(=O)c5cn(C)cn5)C[C@@H]34)cc2)c1	3	-4	-3	7	.	-4	4	-11
CN(C)C(=O)c1cccc(-c2ccc([C@@H]3[C@@H](CO)N(C(=O)C4CCC4)[C@H]3C#N)cc2)c1	-2	3	2	3	-6	-3	5	3
